PLCb3 inh = human PLC-beta3 inhibitors, primary screen, biochemical, fluorescence; Purified PLC-beta3, fluorogenic substrate; inhibition, % at 12.2 µM; hit rate 0.18% among 370,000; AID 720704, 2013; in the data active = inhibition above about 11%;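 also: 0% = median of compound wells on plate and 100% = full blocker control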
DDE Tn6 FP inh = inhibitors of Tn6 peptide binding to fibrin DD(E), primary screen, biochemical, fluorescence polarization, human fibrin, Tn6 probe | Fibrinogen beta chain (Homo sapiens), P02675 | Fibrin DD(E) TRITC-Tn6 fluorescence polarization displacement | inhibition, % at 8.3 µM | hit rate 0.21% among 370,000;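 active = inhibition above a per-campaign cutoff: mean of compounds within control limits plus 3 SD, cut at about 15% in these data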;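 also: 0% = median of all compound wells on the plate and 100% = blocking peptide control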
Tn7 DDE FP = inhibitors of Tn7 peptide binding to fibrin DD(E), primary screen, biochemical, fluorescence polarization, human fibrin, Tn7 probe; hit rate 0.13% among 370,000; inhibition, % at 8.3 µM; Fibrinogen beta chain (Homo sapiens), P02675; FP displacement of FITC-Tn7 peptide from fibrin DD(E); 0% = median of compound wells per plate;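 active = inhibition above the mean of compounds falling within the control limits plus 3 SD of them, cut at about 14% in these data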;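 also: 0% = plate median of compound wells and 100% = 10 µM Aha-Tn7 peptide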
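Assay system: Human clot-derived fibrin DD(E) complex | Buffer or medium: Tris/NaCl/CaCl2 buffer, pH 7.8 | Repeats: One replicate per compound | Benchmarks: Aha-Tn7 high control | Measure: % inhibition scaled between sample-field median and high-control FP | Schedule: 10 min plus 3 h, room temperature | Signal: Fluorescence polarization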
ADAM10 inh = human ADAM10 inhibitors, primary screen, biochemical, QFRET, HTS; Disintegrin and metalloproteinase domain-containing protein 10 (Homo sapiens), O14672; recombinant ADAM10, EDANS/DABCYL FRET peptide cleavage, 3 h; inhibition, % at 7 µM; hit rate 0.62% among 370,000; AID 720582, 2013;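 active = inhibition above a per-campaign cutoff equal to the mean of compounds falling between control-based bounds plus 3 SD, cut at about 20% in these data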;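 also: 0% = DMSO wells while the 100% control is not disclosed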
ARFGAP1 inh = inhibitors of rat ARFGAP1 GAP activity, primary screen, biochemical, fluorescence polarization, GDP tracer. Arfgap1-stimulated ARF1 GTP hydrolysis, GDP FP detection. AID 651572, 2012. inhibition, % at 16.5 µM. hit rate 0.26% among 360,000. ADP-ribosylation factor GTPase-activating protein 1 (Rattus norvegicus), Q62848;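 active = inhibition above a per-plate limit, mean inhibition of low control wells plus 3 SD, cut at about 25% in these data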;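 also: 0% = DMSO wells with enzyme and 100% = wells lacking Arfgap1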
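Replicates: Single well per compound | Assay system: Truncated rat Arfgap1 GAP domain | Control set: No-Arfgap1 wells (100%) versus DMSO full-reaction wells (0%) | Times: Enzyme reaction 120 min at 25 °C after 20 min preincubation | Reagent: Human ARF1(Δ1-17)-GTP substrate | Measured by: Tracer-displacement fluorescence polarization with EDTA stop, 620/688 nm | Measure: Percent inhibition of Arfgap1-stimulated GTP hydrolysis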
PLCg1 inh = PLC-gamma1 enzyme inhibitors, primary screen, biochemical, fluorescence, purified enzyme; 1-phosphatidylinositol 4,5-bisphosphate phosphodiesterase gamma-1 (Homo sapiens), P19174; fluorogenic substrate; hit rate 0.84% among 370,000; inhibition, % at 12.2 µM; in the data active = inhibition above about 9.5%
Target sequence (P19174 whole entry, looked up): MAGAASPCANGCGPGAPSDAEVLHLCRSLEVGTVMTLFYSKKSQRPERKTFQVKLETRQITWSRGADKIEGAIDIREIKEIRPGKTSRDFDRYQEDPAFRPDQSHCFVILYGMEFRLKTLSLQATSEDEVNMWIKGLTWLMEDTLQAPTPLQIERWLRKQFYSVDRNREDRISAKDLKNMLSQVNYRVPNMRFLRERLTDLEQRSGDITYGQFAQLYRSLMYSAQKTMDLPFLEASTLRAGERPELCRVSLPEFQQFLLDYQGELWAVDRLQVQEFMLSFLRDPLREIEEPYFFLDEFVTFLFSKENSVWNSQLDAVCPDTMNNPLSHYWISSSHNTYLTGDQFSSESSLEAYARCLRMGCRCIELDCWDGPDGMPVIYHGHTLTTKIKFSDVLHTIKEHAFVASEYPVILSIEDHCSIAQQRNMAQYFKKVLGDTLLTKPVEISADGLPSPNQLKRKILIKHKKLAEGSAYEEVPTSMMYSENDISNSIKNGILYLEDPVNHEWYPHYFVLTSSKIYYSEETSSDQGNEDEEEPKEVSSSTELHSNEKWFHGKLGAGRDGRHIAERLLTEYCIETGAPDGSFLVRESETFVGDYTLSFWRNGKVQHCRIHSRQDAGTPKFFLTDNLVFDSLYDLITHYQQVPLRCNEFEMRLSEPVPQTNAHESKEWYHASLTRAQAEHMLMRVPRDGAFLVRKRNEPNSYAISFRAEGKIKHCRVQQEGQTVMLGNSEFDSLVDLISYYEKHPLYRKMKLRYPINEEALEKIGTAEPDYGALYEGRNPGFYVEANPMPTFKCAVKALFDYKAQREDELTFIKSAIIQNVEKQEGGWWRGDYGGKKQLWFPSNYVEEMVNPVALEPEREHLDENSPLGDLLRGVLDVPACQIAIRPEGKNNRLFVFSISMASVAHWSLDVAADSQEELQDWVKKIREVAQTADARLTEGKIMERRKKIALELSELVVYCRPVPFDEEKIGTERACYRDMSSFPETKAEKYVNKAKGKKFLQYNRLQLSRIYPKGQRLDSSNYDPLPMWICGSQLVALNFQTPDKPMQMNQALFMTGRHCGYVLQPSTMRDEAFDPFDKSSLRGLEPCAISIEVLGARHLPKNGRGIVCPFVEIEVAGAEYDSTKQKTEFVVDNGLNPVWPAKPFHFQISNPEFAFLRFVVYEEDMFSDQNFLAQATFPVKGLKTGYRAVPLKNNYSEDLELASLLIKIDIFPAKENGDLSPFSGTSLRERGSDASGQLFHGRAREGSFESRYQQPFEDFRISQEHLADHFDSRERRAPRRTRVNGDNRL
ADAM17 inh = ADAM17 inhibitors, primary screen, biochemical, QFRET. Disintegrin and metalloproteinase domain-containing protein 17 (Homo sapiens), P78536. recombinant ADAM17, EDANS/DABCYL FRET peptide cleavage. inhibition, % at 6.95 µM. hit rate 0.83% among 370,000;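 active = inhibition above the mean of compounds lying between control limits plus 3 SD, set per campaign, cut at about 8.5% in these data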;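 also: 0% = DMSO-only wells as the low control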
SIAE primary = human SIAE inhibitors, primary screen, biochemical, fluorescence polarization, FP-Rh probe, 1536-well HTS; Sialate O-acetylesterase (Homo sapiens), Q9HAT2; SIAE FP-Rh probe binding; inhibition, % at 9.66 µM; hit rate 0.69% among 370,000;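 active = inhibition above a cutoff: mean of compounds within the control limits plus 3 SD of those, cut at about 17% in these data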;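 also: 0% = plate median of compound wells and 100% = probe without SIAE protein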
TDP2 absorb = human TDP2 enzyme inhibitors, primary screen, biochemical, epi absorbance, recombinant enzyme; T5PNP hydrolysis, p-nitrophenol absorbance 415 nm; inhibition, % at 12.8 µM; hit rate 0.34% among 370,000; AID 720702, 2013;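 active = inhibition above the mean of all tested compounds plus 3 SD, set per campaign, cut at about 25% in these data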;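 also: 0% = DMSO with enzyme and 100% = buffer with substrate but no TDP2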
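Test system: Human TDP2 enzyme | Reagent: 5 mM T5PNP | Compound dosing: 12.8 µM single point, 1% DMSO | Incubation: Enzyme reaction with compound for 2 h at 37 °C | Technique: p-Nitrophenol epi absorbance | Read-out: % inhibition relative to enzyme-containing and enzyme-free wells | Benchmarks: High control without enzyme, low control DMSO plus TDP2 | Replicates: Singlicate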
ASAP1 inh = inhibitors of human ASAP1 ArfGAP activity, primary screen, biochemical, fluorescence polarization; hit rate 0.19% among 360,000; Arf-GAP with SH3 domain, ANK repeat and PH domain-containing protein 1 (Homo sapiens), …; AID 624377, 2012; ASAP1-stimulated ARF1 GTP hydrolysis, GDP FP detection; inhibition, % at 16.5 µM; in the data active = inhibition above about 25%;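 also: 0% = vehicle with enzyme and substrate and 100% = no enzyme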
The depositor's hits bear a star; i = inactive.

SMILES | PLCb3 inh | DDE Tn6 FP inh | Tn7 DDE FP | ADAM10 inh | ARFGAP1 inh | PLCg1 inh | ADAM17 inh | SIAE primary | TDP2 absorb | ASAP1 inh
O=C(NCCc1ccco1)C(=O)NCC1OCCCN1S(=O)(=O)c1ccccc1 (stereo not given) | -8.6 | 3.6 | 1.1 | 2.1 | 6.7 | -4.7 | 1.1 | 5.3 | -1.2 | -4.4
O=C(Nc1ccc2c(c1)OCO2)c1cnn2c1NC(c1ccco1)CC2C(F)(F)F (stereo not given) | 3.8 | 0.0 | -0.4 | -1.6 | 5.0 | 10.1* | 2.4 | -43.8 | -20.4 | 5.6
COc1ccc(N(C(=O)Cc2cccs2)C2C=CS(=O)(=O)C2)cc1 (stereo not given) | -9.6 | 5.0 | -3.5 | 3.8 | 2.5 | -2.4 | 4.6 | 3.3 | -8.3 | 3.8
COc1ccc(C(=O)NC(=S)Nc2ccc(NC(=O)c3ccco3)cc2)cc1[N+](=O)[O-] | 2.5 | -0.4 | -0.6 | -10.2 | 11.5 | 1.7 | -1.7 | -6.2 | 5.1 | -10.9
Cc1ccc(S(=O)(=O)N2CC(O)CC2C(=O)OCC(=O)Nc2ccc([N+](=O)[O-])cc2C(F)(F)F)cc1C (stereo not given) | -2.8 | 5.8 | 7.3 | 0.0 | -9.4 | -0.4 | 1.3 | 0.0 | -0.7 | -6.9
CCOC(=O)c1cc(-c2sc(NC(=O)c3ccccc3)nc2C)n(CCO)n1 | -7.4 | 0.1 | -1.8 | -0.3 | -0.6 | -5.0 | -3.0 | 0.0 | -1.5 | 4.7
COc1cccc(CNc2ccc3c(c2)ncn3C)c1OC | -48.9 | 1.4 | -2.5 | -28.0 | -5.6 | -33.3 | -14.5 | 3.2 | 2.7 | 7.8
O=C(N/N=C/c1cn(-c2ccccc2)nc1-c1cc2ccccc2o1)c1cccnc1 | -7.1 | -2.4 | -1.7 | -5.6 | -2.6 | -3.2 | 2.6 | -132.6 | -5.9 | 4.9
COc1ccccc1CCNC(=O)CCNS(=O)(=O)c1ccc(NC(C)=O)cc1 | -6.5 | 5.8 | 2.5 | -13.3 | 2.5 | -0.5 | -1.5 | 9.2 | -9.0 | -0.5
COc1ccc(OC)c(C(c2nnnn2Cc2ccco2)N2CCN(C)CC2)c1 (stereo not given) | -0.5 | -5.8 | -2.7 | 7.0 | 4.5 | 7.0 | 0.0 | 3.6 | -4.0 | 1.6
COc1ccccc1CNC(=S)NCc1ccc(Cl)cc1 | -2.2 | 11.5 | -1.8 | -3.3 | 9.3 | 0.0 | -1.2 | 1.1 | 9.4 | -12.3
COc1cc2c(c3c1c(=O)c1ccccc1n3C)C=CC(C)(C)O2 | -396.9 | -0.5 | 6.9 | -135.8 | 1.3 | -314.7 | -32.6 | -1.2 | -7.7 | -4.8
O=C(CSc1cccc[n+]1[O-])NCCCc1ccccc1 | -4.1 | 7.2 | -3.7 | 4.0 | 2.8 | 3.7 | -0.1 | 6.7 | 3.6 | -3.7
CCCCc1ncc(CN2CCN(Cc3ccc(C)cc3)C(CCO)C2)[nH]1 (stereo not given) | -8.5 | 8.7 | -3.1 | -0.5 | -3.1 | 4.5 | 1.4 | 4.8 | -15.7 | 8.6
COc1cc(C)ccc1OCc1cc(C(=O)N(Cc2nccn2C)C(C)C)no1 | -7.4 | -8.1 | 0.6 | -5.2 | 2.1 | 1.4 | 6.8 | -2.0 | -7.4 | 8.7
O=Cc1cn(CC(=O)N2CCOCC2)c2ccccc12 | -29.9 | -8.2 | -1.8 | 7.3 | 7.8 | 2.2 | 1.0 | -0.8 | -7.3 | -2.7
Fc1ccccc1NC(=S)NCc1ccc(Cl)cc1 | -7.5 | -3.9 | -0.1 | 6.2 | 2.0 | -0.3 | -0.4 | -1.7 | -8.5 | 3.2
Cc1ccccc1Cn1nc(C)c(NC(=O)C2c3ccccc3Oc3ccccc32)c1C | 4.1 | -4.9 | -0.1 | 2.3 | 1.2 | 0.1 | 0.9 | 4.3 | -2.5 | -26.4
O=C(N/N=C/C=C/c1ccccc1)c1cnccn1 | -11.9 | 1.5 | 7.3 | 3.4 | -7.8 | -7.1 | -1.9 | -7.3 | -5.1 | -2.7
COc1ccccc1NC(=O)NC1(C(=O)N2CCC(C)CC2)CCCCC1 | -6.3 | -6.8 | 1.6 | 0.7 | 7.2 | -0.5 | -2.2 | -2.4 | 6.7 | 4.0
CCN(CC)CCCN1C(=O)C(=O)/C(=C(/O)c2cc(C)ccc2C)C1c1cccnc1 (stereo not given) | -1.1 | 1.1 | 4.5 | -0.5 | -2.1 | -3.1 | -5.1 | -1.4 | -2.7 | -11.6
O=[N+]([O-])c1ccc(/C=N/N2CCN(c3ccncc3S(=O)(=O)N3CCCCC3)CC2)cc1 | 1.8 | -0.7 | 1.8 | -1.4 | 2.5 | -0.8 | -2.1 | 1.3 | 12.3 | -7.6
O=C(C1=NN(c2ccccc2)C2C(=O)N(c3ccc(Cl)cc3)C(=O)C12)c1ccccc1 (stereo not given) | -63.6 | 2.5 | -0.4 | 8.9 | 1.5 | -72.8 | -0.8 | 1.1 | 7.4 | 4.4
CCCC(=O)NC(c1ccc(OC)cc1)c1c(O)ccc2ccccc12 (stereo not given) | -21.4 | -3.2 | -3.5 | -70.8 | 12.0 | -11.2 | -25.7 | -0.8 | 6.1 | 3.7
O=C(O)Cn1cnc2c(=S)nc[nH]c21 | -3.2 | 3.2 | -0.7 | -1.5 | 16.8 | 1.0 | -2.1 | 5.3 | 9.3 | 9.1
O=C(Nc1cc(Sc2ccccn2)cc([N+](=O)[O-])c1)c1ccc([N+](=O)[O-])cc1 | 0.3 | 0.9 | 1.2 | 5.1 | -4.4 | 1.6 | 0.1 | -13.6 | -0.1 | 14.1
CC1CCCCC12NC(=O)N(CC(=O)Nc1ccc(N3CCOCC3)cc1)C2=O (stereo not given) | 6.5 | -3.2 | -3.7 | 0.6 | 10.5 | 3.3 | 1.4 | 10.7 | 4.4 | 10.3
CN(C)S(=O)(=O)c1ccc2c(c1)nc1n2CCC1 | 3.1 | -5.7 | -8.2 | 3.6 | 4.3 | -1.5 | 1.5 | -3.2 | 3.8 | -8.2
COC(=O)C(Cc1cncn1COCc1ccccc1)NC(=O)OC(C)(C)C (stereo not given) | 1.1 | -1.3 | -1.2 | -4.6 | -3.1 | 3.1 | 2.5 | 2.6 | 4.9 | 8.2
COc1ccc(C)cc1NC(=O)C1CCCN(S(=O)(=O)c2ccc(-n3cnnn3)cc2)C1 (stereo not given) | -7.8 | 0.5 | -0.2 | -1.7 | 0.9 | -0.2 | -1.1 | 2.5 | 13.6 | -6.3

The closing 3 compounds of the section before are carried over, then new ones follow:
SMILES | PLCb3 inh | DDE Tn6 FP inh | Tn7 DDE FP | ADAM10 inh | ARFGAP1 inh | PLCg1 inh | ADAM17 inh | SIAE primary | TDP2 absorb | ASAP1 inh
CN(C)S(=O)(=O)c1ccc2c(c1)nc1n2CCC1 | 3.1 | -5.7 | -8.2 | 3.6 | 4.3 | -1.5 | 1.5 | -3.2 | 3.8 | -8.2
COC(=O)C(Cc1cncn1COCc1ccccc1)NC(=O)OC(C)(C)C (stereo not given) | 1.1 | -1.3 | -1.2 | -4.6 | -3.1 | 3.1 | 2.5 | 2.6 | 4.9 | 8.2
COc1ccc(C)cc1NC(=O)C1CCCN(S(=O)(=O)c2ccc(-n3cnnn3)cc2)C1 (stereo not given) | -7.8 | 0.5 | -0.2 | -1.7 | 0.9 | -0.2 | -1.1 | 2.5 | 13.6 | -6.3
CCOC(=O)CNS(=O)(=O)Cc1ccccc1 | 0.0 | 8.2 | -5.1 | -5.2 | 21.3 | -7.3 | -4.2 | 1.8 | 7.3 | -0.9
COc1ccc(-n2cnnc2SCC(=O)Nc2nc(C)c(Cl)cc2Cl)cc1 | -0.3 | 5.5 | -3.2 | -2.4 | -13.4 | -1.1 | 0.7 | 0.5 | 13.8 | 4.8
Cc1ccc(-c2ocnc2C(=O)N2CCN(C(=O)c3cccs3)CC2)cc1 | -10.5 | 5.7 | 0.9 | 2.6 | 14.0 | -4.3 | -3.0 | -2.2 | 12.0 | -19.3
CCn1c(SCC(=O)NCCc2ccc(Cl)cc2)nnc1-c1cccs1 | 0.6 | -3.9 | -5.9 | 4.6 | 2.5 | 2.9 | 3.5 | -2.2 | -5.3 | -4.1
CNc1cncc(-c2ccccc2CO)n1 | i | -1.4 | 6.6 | i | 2.4 | -383.4 | i | -3.3 | -15.3 | 10.2
CCCN1CCN(CC(=O)NCC(=O)Nc2cccc(C)c2C)CC1 | 0.9 | -0.6 | -3.9 | -16.6 | -1.9 | 6.8 | 2.5 | -0.1 | 8.5 | -9.1
COCCNCC(O)CON=C1c2ccccc2-c2ccccc21 (stereo not given) | -9.3 | -2.3 | -3.8 | 1.3 | 1.2 | -2.8 | -1.2 | 1.7 | 4.2 | -8.3
Cc1ccc(C2NC(=O)c3n[nH]c(C)c32)cc1 (stereo not given) | -15.0 | -3.4 | 2.9 | -34.5 | -10.9 | -5.6 | -4.7 | -3.9 | -6.0 | 1.9
COc1ccc(CN2CCNC(=O)C2CC(=O)N(C)CC2CCOCC2)c(F)c1 (stereo not given) | -14.4 | 5.9 | 4.3 | -15.4 | -4.3 | -10.3 | -3.9 | 0.5 | 13.3 | 1.9

Quoted at random: 2 entries already listed, in no set order.
SMILES | PLCb3 inh | DDE Tn6 FP inh | Tn7 DDE FP | ADAM10 inh | ARFGAP1 inh | PLCg1 inh | ADAM17 inh | SIAE primary | TDP2 absorb | ASAP1 inh
CCCN1CCN(CC(=O)NCC(=O)Nc2cccc(C)c2C)CC1 | 0.9 | -0.6 | -3.9 | -16.6 | -1.9 | 6.8 | 2.5 | -0.1 | 8.5 | -9.1
CCn1c(SCC(=O)NCCc2ccc(Cl)cc2)nnc1-c1cccs1 | 0.6 | -3.9 | -5.9 | 4.6 | 2.5 | 2.9 | 3.5 | -2.2 | -5.3 | -4.1

High-throughput results from PubChem.
